# Bioassay records as filed in PubChem.
# tim10-1 inh: growth inhibitors of tim10-1 mutant yeast; actives 2.2% (n = 330,000); S. cerevisiae tim10-1 ts strain growth, BacTiter-Glo, 24 h; inhibition, % at 20 µM; AID 463190;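 active means inhibition of at least 40%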;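 further: mutant grown at 25 °C; 0% = DMSO wells with yeast and 100% = wells holding no yeast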
# Mdm2 MdmX PPI: disrupts the human Mdm2-MdmX interaction; O15151+Q00987; SaOS-2 split-luciferase Mdm2/MdmX complementation, luminescence; inhibition, % at 8 µM; actives 3% (n = 330,000);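 active means inhibition of at least 50% at 8 µM in the primary screen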
# CXCR6 block: blocks human CXCR6 beta-arrestin recruitment. O00574. actives 0.36% (n = 360,000). inhibition, % at 20 µM. CHO-K1 PathHunter CXCR6 beta-arrestin, luminescence. AID 602244; in the data active means inhibition above about 34%, passing the limit was not always enough;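 further: antagonist mode with CXCL16 agonist at 10 nM final; 0% = 10 nM CXCL16 with DMSO and 100% = unstimulated wells without agonist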
# Target sequence (O00574 whole entry, looked up): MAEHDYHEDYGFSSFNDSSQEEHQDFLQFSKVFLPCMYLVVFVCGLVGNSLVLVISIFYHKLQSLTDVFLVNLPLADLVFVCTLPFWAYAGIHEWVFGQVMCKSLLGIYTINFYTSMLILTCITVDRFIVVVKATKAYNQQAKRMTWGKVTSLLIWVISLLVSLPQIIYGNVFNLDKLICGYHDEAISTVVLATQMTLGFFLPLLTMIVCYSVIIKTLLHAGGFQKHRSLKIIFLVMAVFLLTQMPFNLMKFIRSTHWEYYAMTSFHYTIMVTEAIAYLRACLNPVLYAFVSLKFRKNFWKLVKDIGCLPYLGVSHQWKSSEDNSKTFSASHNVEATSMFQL
# APJ antagonist: antagonists of human APJ apelin receptor; CHO-K1 APJ beta-arrestin complementation, luminescence; P35414; actives 0.32% (n = 330,000); AID 2521; inhibition, % at 20 µM;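 active means inhibition above about 40% at 20 µM, limit read from the data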;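 further: cells challenged with 10 nM apelin-13 agonist together with compound; plate controls were apelin-13 plus DMSO wells for no effect and DMSO wells lacking apelin-13 for full effect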
# Target sequence (P35414 whole entry, looked up): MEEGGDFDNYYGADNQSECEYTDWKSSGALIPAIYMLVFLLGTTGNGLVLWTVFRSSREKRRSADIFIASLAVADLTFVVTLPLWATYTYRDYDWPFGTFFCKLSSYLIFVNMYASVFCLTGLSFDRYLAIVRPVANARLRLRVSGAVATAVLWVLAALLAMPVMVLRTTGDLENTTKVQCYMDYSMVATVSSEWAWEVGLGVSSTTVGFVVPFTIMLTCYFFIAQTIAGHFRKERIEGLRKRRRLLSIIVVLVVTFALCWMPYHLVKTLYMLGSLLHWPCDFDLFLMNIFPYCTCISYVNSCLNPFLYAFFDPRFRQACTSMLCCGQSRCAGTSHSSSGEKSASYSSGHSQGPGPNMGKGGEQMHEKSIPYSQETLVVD
# UPR XBP1 act: activators of adaptive arm of unfolded protein response (XBP1). CHO-XBP1 luciferase reporter, IRE1-XBP1 UPR activation, luminescence; percent of tunicamycin response, DMSO as zero. activation, % at 20 µM. actives 0.33% (n = 330,000). AID 463104;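 active means versus positive control, 20 µM dose yields 30% or more activation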;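 further: 100% = tunicamycin at 10 µg/mL and 0% = DMSO only wells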
#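 assay system = CHO-XBP1 luciferase reporter cells | amount = 1000 cells/well | buffer or medium = F12 plus 10% FBS | compound dosing = single point, 20 µM final compound, 1% DMSO | incubation = 16-18 h cell attachment at 37 °C, then 6 h compound exposure | detection = Steady-Glo luminescence read | controls = tunicamycin 10 µg/mL and vehicle-only wells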
# tim23-1 inh: tim23-1 yeast growth inhibition; inhibition, % at 20 µM; actives 1.3% (n = 330,000); S. cerevisiae tim23-1 growth, BacTiter-Glo luminescence, 24 h;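 active means growth inhibition of the mutant yeast at or above 50%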;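 further: temperature-sensitive mutant grown at 25 °C; plate controls were DMSO-treated mutant yeast for no effect and medium wells lacking yeast for full effect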
# APJ ag: APJ receptor agonism. P35414. CHO-K1 APJ PathHunter beta-arrestin, luminescence; 0% DMSO wells, 100% apelin. activation, % at 20 µM. actives 0.11% (n = 330,000);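 active means activation more than six SD over the plate average, tested at 20 µM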;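 further: 0% = DMSO alone and 100% = apelin-13 at 10 nM; some results filed as inactive read as strong as hits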
#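 Assay system: engineered CHO-K1 APJ arrestin reporter cells; Amount: 1000 CHO-K1 reporter cells seeded per well; Dosing: one dose, 20 µM compound, 1% DMSO; Times: compound stimulation 90 min at 25 °C, detection 60 min; Measured by: luminescent beta-gal fragment complementation, chemiluminescent substrate; Read-out: APJ–arrestin association signal; Controls: DMSO vs Apelin-13 10 nM.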
# TIM10 inh: TIM10 yeast growth inhibition | S. cerevisiae TIM10 strain growth, BacTiter-Glo luminescence, 24 h | inhibition, % at 10 µM | actives 1.4% (n = 330,000) | AID 463195;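 active means inhibition of 40% or more at the single tested concentration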;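 further: wild-type TIM10 isogenic control strain grown at permissive 25 °C; 0% = DMSO yeast wells and 100% = minimal medium wells without yeast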
# UPR CHOP act: apoptotic UPR (CHOP) activation; AID 449763; activation, % at 10 µM; actives 0.34% (n = 330,000); CHO-CHOP luciferase reporter, luminescence; percent of tunicamycin response over DMSO baseline;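 active means at 10 µM dose, activation of 40% or more, normalized to positive control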;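 further: 100% = tunicamycin at 10 µg/mL and 0% = DMSO alone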
#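 Test system: CHO-CHOP cells, stable luciferase reporter of PERK-eIF2a-CHOP signalling | Quantity: 500 CHO-CHOP cells per well | Buffer or medium: F12 plus 10% serum | Compound dosing: 10 µM single point, 0.5% DMSO | Schedule: 6 h compound treatment, 37 °C | Signal: Luciferase luminescence | Control set: Tunicamycin high control, DMSO low control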
# Numbers without * were called inactive; nt = no result given. Not all compounds are listed. The share of hits here may be higher or lower than overall.
SMILES,tim10-1 inh,Mdm2 MdmX PPI,CXCR6 block,APJ antagonist,UPR XBP1 act,tim23-1 inh,APJ ag,TIM10 inh,UPR CHOP act
Cc1nn(-c2nc3ccccc3s2)c(C)c1Oc1ccccc1O,10,77*,-9,-29,1,-1,10,-23,4.8
Cc1ccc(C(=O)Nc2ccc(F)cc2)cc1NC1=NC2CS(=O)(=O)CC2S1 (stereo not given),-28,14,3,4,-2,-7,-1,0,-1.4
CCOc1ccc(C2C(C(=O)c3ccco3)=C(O)C(=O)N2CCCn2ccnc2)cc1OCC (stereo not given),9,-18,-10,10,0,16,4,4,0.5
COc1ccc(-c2cc3c(=O)n(CC(=O)NCc4ccc(Cl)cc4)ncn3n2)cc1,-6,64*,3,-7,1,-29,-2,-9,3.2
O=C(O)/C=C/c1cnc2ccccc2c1,-9,16,-4,-9,1,-1,-2,-13,-0.7
O=C1N/C(=N/O)S/C1=C\c1ccccc1-n1cccn1,1,0,-5,-6,-2,1,-1,2,-0.2
O=C1NC2(CCCCCC2)C(=O)N1Cc1cccc(Cl)c1,23,19,1,-2,-1,29,-4,9,-0.1
CCOc1ccc(S(=O)(=O)Nc2ccc(C(=O)NCC(c3ccccc3)N(C)C)cc2)cc1 (stereo not given),-14,-14,12,5,-5,5,6,3,0.1
O=C(NCCCn1ccnc1)c1cc2c(s1)CCCCC2,6,4,-6,-6,-1,23,-1,0,0.7
COc1ccc(-n2c(Cc3cccn3C)nnc2SCC(=O)NCCc2ccccc2)cc1,17,-5,6,6,-1,24,-1,15,0.4
COc1ccc(OC)c(C2c3c(oc4ccccc4c3=O)C(=O)N2CCCN(C)C)c1 (stereo not given),11,21,-5,5,-3,4,-4,-2,0.5
Cc1ccc(NCC(=O)N/N=C/c2ccc(OC(=O)c3ccco3)cc2)cc1,20,30,-10,3,9,5,0,15,1.0
Cc1ccc(N2CC(C(=O)NCc3cccs3)CC2=O)cc1 (stereo not given),2,38,3,-5,1,10,0,6,0.9
CN(C(=O)COC(=O)CCC(=O)c1ccc(Cl)cc1)c1c(N)n(Cc2ccccc2)c(=O)[nH]c1=O,7,-29,-5,-6,2,4,9,14,0.1
Cc1cc(C)cc(NC(=O)C2CCN(c3cnccn3)CC2)c1,0,21,-11,6,-1,1,-3,-4,0.4
Cc1ccc(NC(=O)CN2C(=O)COc3ccc(S(=O)(=O)N4CCCC4)cc32)c(C)c1,19,37,1,-8,-2,2,-1,-4,0.2
Cc1ccccc1-c1cc(C(=O)NCc2cccs2)nn1CC1CC(c2cccc([N+](=O)[O-])c2)=NO1 (stereo not given),5,1,10,-60,-3,13,-4,-1,-0.4
Cc1cc(C#N)c(C)n1-c1cc(S(=O)(=O)N2CCOCC2)ccc1N1CCCC1,24,-8,4,22,-2,15,-2,26,0.9
COC(=O)c1sccc1N/N=C(\C)c1ccc(F)c(Cl)c1,10,-17,6,-8,1,9,-5,7,-0.6
COc1ccc(NC(=O)CCN=C2NS(=O)(=O)c3ccccc32)cc1S(=O)(=O)N(C)C,-30,-3,-5,-18,-2,-2,-1,2,-1.9
O=S(=O)(Nc1ccc(OC(F)(F)F)cc1)c1cccc2nonc12,32,10,-2,-1,5,37,-3,30,-2.4
CC1=[N+](C)N(c2ccccc2)C(=O)C1N=Cc1c(Cl)cccc1Cl (stereo not given),10,-10,0,16,-2,17,-2,-4,-1.1
CCCc1nnc(NC(=O)CCC(=O)N2CCN(S(=O)(=O)c3ccc(F)cc3)CC2)s1,-1,12,2,2,-3,8,-4,4,-1.9
COc1ccc(C)cc1NCc1ccc([N+](=O)[O-])cc1,13,17,1,14,2,5,0,0,-2.4
CN(C)c1nc(N(C)C)n(C(=O)c2ccc(F)cc2)n1,9,-2,10,-8,1,12,-6,-6,0.9
# (more compounds)
SMILES,tim10-1 inh,Mdm2 MdmX PPI,CXCR6 block,APJ antagonist,UPR XBP1 act,tim23-1 inh,APJ ag,TIM10 inh,UPR CHOP act
Cc1ccccc1NC(=O)c1ccco1,-18,21,2,-16,-5,1,-3,-3,3.5
C=CCNc1nc(Nc2ccc(OC)cc2OC)nc(OCC)n1,22,10,-5,6,2,-2,0,32,-1.7
COc1ccc(C(=O)O)cc1S(=O)(=O)NCCc1ccccn1,-6,27,-8,-7,0,-4,-2,-6,-1.5
CCOc1cnn(-c2cc(Oc3ccc(C)cc3)ncn2)c(=O)c1Cl,16,-19,-3,-13,0,17,0,14,1.0
COc1ccc(/C=C/C(=O)Nc2ccccc2C)cc1S(=O)(=O)N1CCOCC1,-14,-30,-1,-23,2,8,-1,-7,3.7
NC(=O)CSc1n[nH]c(=O)n1CCc1ccccc1,11,-9,-1,2,-4,1,-2,9,-0.9
CCOc1cc(C)c(Cl)cc1S(=O)(=O)NCc1ccco1,23,-20,-2,20,-1,12,-1,7,-0.8
Cc1cccc(C(=O)Nc2nnc(Cc3c[nH]c4ccccc34)s2)c1,-3,21,-6,-15,-2,5,2,-11,0.8
COc1cc2c(cc1NC(=O)Nc1cccc(C)c1)oc1ccccc12,10,-10,0,8,-1,-14,-2,-5,-0.1
CN1C2CCC1/C(=C/c1cccn1C)C(=O)/C2=C\c1cccn1C,22,2,8,11,2,12,-2,21,-1.8
CCc1cccc(OCCCn2ccnc2)c1,11,31,0,9,-1,-18,-3,13,1.5
COc1cc(NC(=O)CCn2c(=O)oc3ccccc32)cc(OC)c1OC,7,18,1,-18,-1,9,-1,-23,-0.4
CC(O)/C=C/c1ccc2ccccc2n1 (stereo not given),49*,60*,-11,5,-1,35,3,13,2.2
O=C(NCC1COCCO1)c1ccc2nc(Cc3cccc(Cl)c3)oc2c1 (stereo not given),9,-18,11,0,2,10,0,8,2.7
Cc1noc(C)c1CSc1nc2ccccc2n1CCc1ccccc1,36,-14,-6,-2,-2,21,-3,3,0.1
CN(C)c1ccc(/C=N/NC(=O)COc2ccccc2)cc1,-20,-3,-2,-12,3,4,2,-16,2.4
O=S(=O)(NCCc1ccccn1)c1cccs1,-9,18,0,9,0,8,-2,2,-0.6
CC1(C)NC(=O)N(CC(O)COc2ccccc2C(=O)N2CCCCC2)C1=O (stereo not given),15,6,0,-21,-2,-15,0,1,1.1
Cc1nonc1CN(C)C(=O)CC1C(=O)NCCN1Cc1cccc(C(F)(F)F)c1 (stereo not given),-3,-17,-4,-5,0,-1,0,13,0.3
CCc1cc(=O)oc2cc(OCC(=O)NCCCN3CCCC3=O)ccc12,-2,2,-8,-1,-1,-2,2,9,0.8
COc1ccc(N2CCN(C(=O)CSc3nc4[nH]ncc4c(=O)n3-c3ccc(Br)cc3)CC2)cc1,0,18,30,9,-1,19,-3,2,-1.7
O=C(N[C@@H](Cc1ccccc1)C(=O)O)c1ccc(C(F)(F)F)cc1,-13,-15,0,18,2,9,6,-6,22
O=C(NCc1ccccc1)c1onc(CSc2ccc(F)c(F)c2)c1C(=O)NCc1ccccc1,7,12,1,11,0,10,2,-1,-2.3
CC1CN(S(=O)(=O)c2cccc(C(=O)Nc3ccc4c(c3)CCC4)c2)CC(C)O1 (stereo not given),36,6,2,4,-2,31,1,7,3.2
COc1ccccc1CNC(=O)C1CCC(CNc2c(N3CCOCC3)c(=O)c2=O)CC1 (stereo not given),-4,7,3,8,-3,4,-2,6,0.4

# Mdm2 MdmX PPI: what is marked active above
Compound	Mdm2 MdmX PPI	CXCR6 block	APJ antagonist	UPR XBP1 act
Cc1nn(-c2nc3ccccc3s2)c(C)c1Oc1ccccc1O	77*	-9	-29	1
COc1ccc(-c2cc3c(=O)n(CC(=O)NCc4ccc(Cl)cc4)ncn3n2)cc1	64*	3	-7	1
CC(O)/C=C/c1ccc2ccccc2n1 (stereo not given)	60*	-11	5	-1

# Next section:
SMILES,tim10-1 inh,Mdm2 MdmX PPI,CXCR6 block,APJ antagonist,UPR XBP1 act,tim23-1 inh,APJ ag,TIM10 inh,UPR CHOP act
CCOc1ccc(C(C)(C)C)cc1S(=O)(=O)Nc1ccncc1,3,10,-9,-7,1,7,0,-9,-0.5
CC(C)(C)n1nnnc1C(c1ccc2ncccc2c1)N1CCSCC1 (stereo not given),-9,14,8,-5,-4,11,1,2,-0.4
CC(C)CN(C(=O)CCCc1nc2ccccc2c(=O)[nH]1)c1c(N)n(Cc2ccccc2)c(=O)[nH]c1=O,-12,19,6,24,0,-13,-7,-5,1.5
C=CC1CN(CC(=O)OC)S(=O)(=O)c2ccccc21 (stereo not given),-1,1,-3,24,2,12,4,10,0.3
Cn1c(CN2CCCC2)nc2cc(NC(=O)c3ccc(Cl)cc3)ccc21,5,7,-2,11,-1,3,-5,3,1.1
COc1ccccc1N1CC(C(=O)NC2CCCCCC2)CC1=O (stereo not given),-5,12,-1,0,1,-3,-2,-5,1.2
Cc1ccc(S(=O)(=O)N2CCC3(CC2)OCCN3S(=O)(=O)c2c(C)cc(C)cc2C)cc1,10,31,1,-9,-2,-9,-6,14,0.1
Cc1ccc([N+](=O)[O-])cc1NCC(=O)NN,12,2,-6,12,-3,3,-2,13,-1.2
COCCc1nn2c(=O)cc(COC(=O)c3cc(OC)c(OC)c(OC)c3)nc2s1,3,12,5,7,0,11,10,20,0.3
COc1ccccc1Nc1nnc(SCC(=O)NC2CCCC2)s1,-6,18,2,12,2,8,0,-3,-1.9
CCc1ccccc1NC(=O)CSc1nc(C)c(C)o1,4,7,-1,11,-6,7,-3,7,-1.6
CCc1cc2c(=O)n(Cc3ccco3)c(SCC(=O)NC3CCS(=O)(=O)C3)nc2s1 (stereo not given),-5,15,-4,1,2,0,-2,12,-0.7
Cc1ccc(CN2CCN(CC(=O)NC(C)c3ccc4c(c3)OCCO4)C2=O)cc1 (stereo not given),9,-3,0,2,0,14,-1,13,1.7
CCN([C@H](CO)C(C)C)S(=O)(=O)c1ccccc1Br,16,34,-1,nt,3,37,nt,-13,4.3
O=S(=O)(c1c(Cl)sc(Cl)c1Br)N1CCCC1,-43,20,0,5,2,-16,-5,-48,-0.6
Cc1nn(C(C)C(=O)NCCCc2ccccc2)c(=O)c2nn(-c3ccccc3)c(C)c12 (stereo not given),31,17,2,14,-4,16,-1,15,0.4
CCn1c(SCC(=O)Nc2cc(OC)ccc2OC)nnc1C1CCCCC1,20,21,3,8,0,18,-2,1,-1.3
O=C1CC(c2ccc(Cl)cc2)CC(=O)C1CS(=O)(=O)c1ccccc1 (stereo not given),9,13,-6,8,-2,19,-3,5,-1.4
O=C(C1CCC1)N1CCc2cc(S(=O)(=O)N3CCc4ccccc4C3)ccc21,31,10,nt,6,-5,16,-2,19,-0.3
CC(=O)C(C)Sc1nnc(-c2ccccc2F)n1C1CC1 (stereo not given),19,-10,4,-16,-5,14,1,-10,0.6
